MazEF act: activators of E. coli MazEF toxin-antitoxin RNase, primary screen, biochemical, fluorescence, uHTS; FAM/BHQ RNA-DNA oligo cleavage fluorescence, 5 h; AID 504720, 2011; activation, % at 20 µM; Endoribonuclease toxin MazF (Escherichia coli (strain K12)), P0AE70; 350,000 compounds, 0.32% hits; in the data active = activation above about 50%
Target sequence (P0AE70 whole entry, looked up): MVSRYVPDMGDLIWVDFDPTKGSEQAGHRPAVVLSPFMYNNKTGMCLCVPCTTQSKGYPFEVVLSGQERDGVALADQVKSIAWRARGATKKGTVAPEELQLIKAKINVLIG
Rv3671c inh: Rv3671c serine protease inhibitors, primary screen, biochemical, fluorescence polarization, M. tuberculosis H37Rv | P9WHR9 | inhibition, % at 5.96 µM | 320,000 compounds, 0.048% hits; in the data active = inhibition above about 38%;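 also: extracellular domain of Rv3671c used as enzyme; 0% = enzyme with DMSO and 100% = no enzyme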
Target sequence (P9WHR9 whole entry, looked up, the tested form may be a part): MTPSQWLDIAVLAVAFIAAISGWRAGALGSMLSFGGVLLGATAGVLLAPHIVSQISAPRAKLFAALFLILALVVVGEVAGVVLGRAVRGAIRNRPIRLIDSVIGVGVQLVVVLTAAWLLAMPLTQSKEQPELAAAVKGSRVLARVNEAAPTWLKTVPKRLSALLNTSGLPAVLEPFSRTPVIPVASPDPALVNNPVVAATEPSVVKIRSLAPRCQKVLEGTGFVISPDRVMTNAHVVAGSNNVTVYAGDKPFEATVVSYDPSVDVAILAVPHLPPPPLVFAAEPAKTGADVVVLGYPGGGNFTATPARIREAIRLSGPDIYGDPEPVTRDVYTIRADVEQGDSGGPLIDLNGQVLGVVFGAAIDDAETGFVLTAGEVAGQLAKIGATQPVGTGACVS
PriA SSB inh: inhibitors of Klebsiella pneumoniae PriA binding to SSB C-terminal tail, primary screen, biochemical, AlphaScreen. AID 1272365, 2023. 430,000 compounds, 0.6% hits. inhibition, % at 33 µM. AlphaScreen SSBct-PriA binding, biotinylated peptide; in the data active = inhibition mostly above about 37%, no sharp cut-off; inactive = mostly below about 20%;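 also: plate controls were negative control peptide for no effect and reference peptide for full effect; strong numbers were not always called active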
PrPC TRFRET: inhibitors of human cell surface prion protein PrPC, primary screen, cell-based, TR-FRET; Major prion protein (Homo sapiens), P04156; TR-FRET read-out; inhibition, % at 13.8 µM; 370,000 compounds, 0.43% hits; in the data active = inhibition above about 24%; also: 0% = median of the test wells and 100% = reference compound wells
BoNT A protease: BoNT/A light chain protease inhibitors, primary screen, biochemical, flow cytometry, MLPCN library. AID 588499, 2011. 360,000 compounds, 0.17% hits. inhibition, % at 10 µM. multiplex microsphere protease substrate cleavage; also: plate controls were buffer without enzyme for full effect and enzyme alone for no effect
Anthrax LF inh2: Bacillus anthracis LF protease inhibitors, primary screen, biochemical, multiplex microsphere, MLPCN library; Lethal factor (Bacillus anthracis), P15917; multiplex microsphere protease cleavage assay; inhibition, % at 10 µM; 360,000 compounds, 0.12% hits; also: plate controls were buffer without enzyme for full effect and enzyme alone for no effect
3CLpro inhibitor: SARS-CoV 3CLpro protease inhibitors, primary screen, biochemical, quenched FRET | Replicase polyprotein 1ab (Severe acute respiratory syndrome coronavirus), P0C6X7 | recombinant SARS-CoV 3CLpro, quenched FRET peptide cleavage | inhibition, % at 6 µM | 290,000 compounds, 0.14% hits | AID 1706, 2009; in the data active = inhibition above about 12%
VHR inh abs: VHR1 phosphatase inhibitors, primary screen, biochemical, absorbance, uHTS | 290,000 compounds, 0.52% hits | inhibition, % at 13.3 µM | recombinant VHR phosphatase, pNPP absorbance | AID 1654, 2009; in the data active = inhibition above about 50%; also: some compounds called inactive have numbers as strong as hits
Target sequence (P51452 whole entry, looked up): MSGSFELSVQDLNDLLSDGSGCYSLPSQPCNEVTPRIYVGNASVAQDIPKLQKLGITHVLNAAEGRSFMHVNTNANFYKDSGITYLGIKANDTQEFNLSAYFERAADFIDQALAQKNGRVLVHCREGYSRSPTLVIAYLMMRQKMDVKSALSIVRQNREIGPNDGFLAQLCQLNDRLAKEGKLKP
BoNT-F LC inh: BoNT/F light chain protease inhibitors, primary screen, biochemical, flow cytometry, MLPCN library; Botulinum neurotoxin type F light chain protease (Clostridium botulinum); Multiplex microsphere protease cleavage assay; inhibition, % at 10 µM; 360,000 compounds, 0.22% hits; in the data active = inhibition above about 35%, passing the limit was not always enough; inconclusive = no clear call, values can overlap the other calls; also: plate controls were buffer without enzyme for full effect and enzyme alone for no effect
CCHF vOTU inh: CCHFV vOTU protease inhibitors, primary screen, biochemical, Pep-AMC substrate, fluorescence | 370,000 compounds, 0.55% hits | AID 651958, 2012 | inhibition, % at 11.5 µM; in the data active = inhibition above about 30%; also: 0% = vehicle wells with enzyme and 100% = no enzyme wells
The depositor's hits bear a star; i = inactive; u = inconclusive; x = not tested or not shown; & = joins results of further samples. Rule as the data show it, unless noted: active = inhibition above about 30%; inconclusive = no clear call, values can overlap the other calls; inactive = below that. The list is partial; count on the stated rates, not on these rows.

SMILES	MazEF act	Rv3671c inh	PriA SSB inh	PrPC TRFRET	BoNT A protease	Anthrax LF inh2	3CLpro inhibitor	VHR inh abs	BoNT-F LC inh	CCHF vOTU inh
CC(C)c1nc(SCC(=O)N2CCOCC2)c2c(=O)n(C)c(=O)n(C)c2n1	3	6	-2	7	-1.1	-7	1	13	-13	-3
NC(=O)c1nnsc1Sc1c(C(N)=O)nnn1-c1cccc(N)c1	-1	-2	-9	1	-0.6	0	2	30	-7	6
COc1ccc(C2=NNC(=O)CC2)cc1	-1	-3	4	4	-0.5	0	3	-8	2	8
COc1ccc(-n2c(C)c3c(OC)cccc(=O)c3c2C)cc1	-36	-1	-1	0	1.1	-1	-3	13	-5	-1
CC1CCCCN1C(=O)COC(=O)c1cc([N+](=O)[O-])ccc1N (centres undefined)	-7	0	-13	-3	1.2	-2	x	x	3	3
CN1CCCCC1(C)C(=O)NCc1cc(Cl)ccc1F (centres undefined)	x	x	x	-5	-0.1	-2	x	x	3	-8
O=C(c1ccc(COc2ccc(Cl)cc2)cc1)N1CCCCC1	-5	-6	-19	8	1.6	-1	1	7	2	2
O=C(COC(=O)C12CC3CC(CC(C3)C1)C2)Nc1nccs1	-7	0	-20	2	-1.2	-4	9	52*	-3	-3
Cc1cccc(NC(=O)COC(=O)c2cccc3c2C(=O)c2ccccc2C3=O)c1C	-4	-10	28	-33	-0.6	1	1	17	-5	10
O=C(COC(=O)Cn1cnc2ccccc21)NCCc1ccc(Cl)cc1	-4	-7	0	-5	-1.9	-2	-4	38	-14	8
Cc1ccccc1NC(=O)Cn1c(NCC(C)O)nc2ccccc21 (centres undefined)	6	1	-15	-6	-0.6	-3	2	-8	-3	-1
CC(C)[C@H](NC(=O)N1CCn2c1nc1ccccc12)C(=O)N[C@H](C(=O)O)c1ccccc1	0	1	-3	-3	-1.3	0	1	1	-4	6
Nc1ccc(-c2c3ccc(=O)cc-3oc3cc(O)ccc23)c(C(=O)O)c1	i	5	-4	x	-0.8	-5	x	x	0	x
CCC1(C)Cc2ccccc2-c2c1c(=O)n(Cc1ccccc1)c1nnnn21 (centres undefined)	-22	-7	-3	-1	-0.9	2	10	6	-1	11
Cc1cc(Nc2ccccc2O)c2ccccc2n1	12	7	-2	0	-1.2	-4	-2	30	1	-3
O=C(c1ccccc1)N(C1=NCCCCS1)c1ccccc1	-11	6	-7	8	1.1	-4	1	-10	-4	23
CCCCNC(=O)C1(C)CCC(=O)N1C1CC1 (centres undefined)	x	x	x	-4	0.0	-5	x	x	-3	-5
Cc1cc(-c2nnc(SCC(=O)Nc3ccccc3C(F)(F)F)o2)c(C)n1-c1ccccc1	-2	-1	5	8	0.0	-4	-2	6	0	4
COc1ccc(C(c2sc3ncnn3c2O)N2CCN(c3ccccc3F)CC2)cc1OC (centres undefined)	-1	-1	3	-6	-0.5	-4	-2	16	8	4
CC(=O)Oc1cccc(N2C(=O)C3CC=C(Cl)CC3C2=O)c1 (centres undefined)	1	8	-15	6	0.2	-2	2	-11	-2	-3
CCOC(=O)CNC(=O)C1CCC(CNS(=O)(=O)c2cccc3nsnc23)CC1 (centres undefined)	-1	-2	-11	-21	0.8	2	-4	-4	-3	-9
Fc1ccccc1N1CCN(c2cnc3ccccc3n2)CC1	2	3	-20	-14	1.2	2	8	0	1	-3
O=C(Cc1ccc(Cl)cc1)Nc1ccc2oc(-c3ccncc3)nc2c1	5	-1	-26	7	-0.2	0	-5	-5	-11	-4
COc1ccc(OC)c(N2C(N)=NC(N)=NC23CCCC3)c1	1	-2	-3	8	1.1	2	-4	19	-1	5
CC(=O)N1CCN=C1SCc1ccc(C(F)(F)F)cc1	5	8	-12	-5	1.8	1	6	-3	2	19

A different layout for some results above.
SMILES,MazEF act,Rv3671c inh,PriA SSB inh,PrPC TRFRET,BoNT A protease,Anthrax LF inh2,3CLpro inhibitor,VHR inh abs,BoNT-F LC inh,CCHF vOTU inh
CC(C)[C@H](NC(=O)N1CCn2c1nc1ccccc12)C(=O)N[C@H](C(=O)O)c1ccccc1,0,1,-3,-3,-1.3,0,1,1,-4,6
Nc1ccc(-c2c3ccc(=O)cc-3oc3cc(O)ccc23)c(C(=O)O)c1,i,5,-4,x,-0.8,-5,x,x,0,x
CCC1(C)Cc2ccccc2-c2c1c(=O)n(Cc1ccccc1)c1nnnn21 (centres undefined),-22,-7,-3,-1,-0.9,2,10,6,-1,11

Continuation:
SMILES	MazEF act	Rv3671c inh	PriA SSB inh	PrPC TRFRET	BoNT A protease	Anthrax LF inh2	3CLpro inhibitor	VHR inh abs	BoNT-F LC inh	CCHF vOTU inh
CC1CCN(C(=O)c2ccc(CSc3nc4ccncc4n3Cc3ccc(F)cc3)cc2)CC1	16	4	15	-2	-0.2	-1	-4	19	6	4
Cc1ccc(C(=O)COC(=O)C(C)N2C(=O)C3C4CCC(C4)C3C2=O)cc1 (centres undefined)	0	5	-22	-3	-2.9	-2	1	4	3	9
COC(=O)c1cc2sccc2n1CC(=O)Nc1ccc(OC)c(OC)c1OC	-11	-2	0	-7	1.1	1	14*	16	4	1
COc1ccc(C2C(C(=O)Nc3cccnc3)=C(C)Nc3nc(-c4ccco4)nn32)cc1 (centres undefined)	7	1	1	8	-0.7	-2	0	-4	-5	9
CCOC(=O)Nc1sc2nc(C)cc(C)c2c1-n1cccc1	4	1	-8	2	-0.3	0	-9	10	1	10
Cc1ccc(OCCNC(=O)CCNS(=O)(=O)c2ccc(C)cc2)cc1	0	5	-4	-3	-1.3	0	x	x	9	14
CN1CCN(C(=O)CCc2nnc3ccc(N4CCC5(CC4)OCCO5)nn23)CC1	6	-2	9	8	-2.6	0	-5	18	-8	-6
CC(C)CN1C(=O)C(=O)N(CC(=O)N(C)CC(=O)Nc2ccc(Cl)c(C(F)(F)F)c2)C1=O	2	-4	6	-3	0.0	-13	x	x	-8	8
Cc1cccc(NC(=O)C2CCN(S(=O)(=O)c3ccc4c(c3)OCCCO4)CC2)n1	-1	-5	5	2	-7.0	-5	x	x	u	4
CC(C)N(Cc1nc(-c2ccc(Cl)cc2)no1)Cc1nccn1C	-3	6	6	4	0.0	-2	3	5	0	-5
O=C1OC(/C=C/c2ccc(Cl)cc2)=NC/1=C/c1ccco1	8	6	5	-4	6.2	8	-3	1	5	-6
CNS(=O)(=O)c1cccc(C(=O)OCC(=O)Nc2ccccc2F)c1	-5	1	-36	-5	0.3	-2	2	23	-2	-7
CCc1cc2c(=O)c(-c3cnn(-c4ccccc4)c3)c(C)oc2cc1OCC(=O)Nc1ccc(F)c(F)c1	-9	-18	-11	3	0.4	-1	-1	3	-3	1
COc1cc(NC(=S)N2CCCCC2C)c(OC)cc1Cl (centres undefined)	10	-4	-9	11	-0.7	-4	-1	15	-5	11
C[C@H]1CCCCO[C@H](CN(C)Cc2ccncc2)[C@@H](C)CN([C@@H](C)CO)C(=O)c2cc(NS(=O)(=O)c3ccccc3)ccc2O1	4	x	x	1	0.2	-3	x	x	-4	-4
Cc1ccc(NC(=S)NCc2ccco2)c(C)c1	7	7	-6	6	0.6	1	0	27	0	3
O=C(Nc1cc(S(=O)(=O)N2CCCCC2)ccc1N1CCCCC1)C1CC1	0	-1	-5	4	0.2	-1	7	23	-8	3
Cc1c(CCC(=O)N[C@@H](CCCNC(N)=O)C(=O)O)c(=O)oc2cc3oc4c(c3cc12)CCCC4	7	-3	-4	5	-0.4	-8	3	-9	u	-11
CCOc1ccc(CCNC(=O)CN(C)S(=O)(=O)c2cccs2)cc1OCC	-4	1	-19	-3	-2.3	-1	x	x	-4	-9
C=CCOC(=O)C1=C[C@H](c2ccc(C(F)(F)F)cc2)C[C@H](OCCCCO)O1	3	15	-9	-2	0.3	1	x	x	4	5
CC(=O)c1sc2nc(=O)c(C)nn2c1C	12	-8	-15	2	-0.9	1	4	-8	0	-1
CCCCNC(=S)Nc1cccc2cnccc12	6	1	0	-3	-0.8	1	2	30	-12	-20
COc1ccc(NC(=O)C2CCN(C(=O)Cc3ccccc3)CC2)c(OC)c1	7	-1	2	7	-0.4	-2	1	11	-9	-8
COc1ccc(OC)c(CN2CCN(CCc3ccccc3)C(CCO)C2)c1 (centres undefined)	1	5	2	3	-0.9	0	-3	9	-5	-1
Cc1cccc(C(=O)N(C(=O)c2cccc(C)c2)N(C)C)c1	0	x	-4	8	-0.2	-5	x	x	4	-1
Continued:
SMILES	MazEF act	Rv3671c inh	PriA SSB inh	PrPC TRFRET	BoNT A protease	Anthrax LF inh2	3CLpro inhibitor	VHR inh abs	BoNT-F LC inh	CCHF vOTU inh
O=c1cc(CSc2ccc(Cl)cc2)nc(-c2ccccn2)[nH]1	4	2	-1	13	-6.9	0	2	16	u	2
CN1CCC(OC(=O)C2c3ccccc3Oc3ccccc32)CC1	3	-2	-17	-3	0.3	-1	-2	22	2	-4
O=C(CCC(=O)N1C[C@H]2C[C@@H](C1)c1cccc(=O)n1C2)NCc1ccc(F)cc1	7	-3	x	6	-1.1	2	x	x	0	-6
S=C(Nc1ccccc1)c1ccccn1	-3	8	72*	0	-0.5	-3	-2&-2	0&16	2	7
CC(=O)Nc1ccc(S(=O)(=O)Nc2nc3ccccc3nc2Nc2cccc(O)c2)cc1	-4	10	9	4	-13	-15	1	13	-69	9
Cc1nc(-c2c(-c3ccc(O)cc3O)noc2C(F)(F)F)cs1	3	-2	0	1	-0.2	-4	7	-27	4	10

Grouped by structure: the entries above with an aryl methoxy group.
SMILES	MazEF act	Rv3671c inh	PriA SSB inh	PrPC TRFRET	BoNT A protease	Anthrax LF inh2	3CLpro inhibitor	VHR inh abs	BoNT-F LC inh	CCHF vOTU inh
COc1ccc(C2=NNC(=O)CC2)cc1	-1	-3	4	4	-0.5	0	3	-8	2	8
COc1ccc(-n2c(C)c3c(OC)cccc(=O)c3c2C)cc1	-36	-1	-1	0	1.1	-1	-3	13	-5	-1
COc1ccc(C(c2sc3ncnn3c2O)N2CCN(c3ccccc3F)CC2)cc1OC (centres undefined)	-1	-1	3	-6	-0.5	-4	-2	16	8	4
COc1ccc(OC)c(N2C(N)=NC(N)=NC23CCCC3)c1	1	-2	-3	8	1.1	2	-4	19	-1	5
COC(=O)c1cc2sccc2n1CC(=O)Nc1ccc(OC)c(OC)c1OC	-11	-2	0	-7	1.1	1	14*	16	4	1
COc1ccc(C2C(C(=O)Nc3cccnc3)=C(C)Nc3nc(-c4ccco4)nn32)cc1 (centres undefined)	7	1	1	8	-0.7	-2	0	-4	-5	9
COc1cc(NC(=S)N2CCCCC2C)c(OC)cc1Cl (centres undefined)	10	-4	-9	11	-0.7	-4	-1	15	-5	11
COc1ccc(NC(=O)C2CCN(C(=O)Cc3ccccc3)CC2)c(OC)c1	7	-1	2	7	-0.4	-2	1	11	-9	-8
COc1ccc(OC)c(CN2CCN(CCc3ccccc3)C(CCO)C2)c1 (centres undefined)	1	5	2	3	-0.9	0	-3	9	-5	-1
